Screens as filed in PubChem BioAssay.
PfHsp40 rescue = rescue of yeast from PfHsp40 toxicity, primary screen, S. cerevisiae, ATP luminescence; S. cerevisiae expressing PfHsp40, growth rescue; actives 0.68% (n = 340,000); growth rescue, % at 12.5 µM; in the data active = growth rescue above about 28%, passing the limit was not always enough; inconclusive = no clear call, values can overlap the other calls;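 also: yeast W303a lacking pdr1 and pdr3 grown in galactose medium; growth measured after three days at 30 °C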
BoNT A protease = BoNT/A light chain protease inhibitors, primary screen, biochemical, flow cytometry, MLPCN library; Botulinum neurotoxin type A light chain protease (Clostridium botulinum A str. ATCC 3502); multiplex microsphere protease substrate cleavage; inhibition, % at 10 µM; actives 0.17% (n = 360,000); AID 588499, 2011; also: plate controls were buffer without enzyme for full effect and enzyme alone for no effect
FadD28 FP inh = inhibitors of FadD28 bisubstrate probe binding, primary screen, biochemical, fluorescence polarization, single point; inhibition, % at 12.5 µM; actives 0.22% (n = 360,000); in the data active = inhibition above about 8.5%, passing the limit was not always enough; inconclusive = no clear call, values can overlap the other calls
GDH-TPI counter = GDH-TPI coupling enzyme inhibitors, primary screen, artefact control for M. tuberculosis FBA inhibitor project, biochemical, absorbance, full deck. GDH-TPI coupled enzyme counterscreen, NADH absorbance. inhibition, % at 4.8 µM. actives 1.2% (n = 360,000). AID 588335, 2011; in the data active = inhibition above about 30%;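 also: 0% = DMSO wells and 100% = wells lacking the enzyme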
UGM FP inh = M. tuberculosis UGM enzyme inhibitors, primary screen, biochemical, fluorescence polarization, single point | UDP-galactopyranose mutase (Mycobacterium tuberculosis (strain ATCC 25618 / H37Rv)), … | purified UGM, fluorescence polarization probe displacement | inhibition, % at 10 µM | actives 0.06% (n = 320,000); in the data active = inhibition above about 10%, passing the limit was not always enough; inconclusive = no clear call, values can overlap the other calls
Target sequence (P9WIQ1 whole entry, looked up): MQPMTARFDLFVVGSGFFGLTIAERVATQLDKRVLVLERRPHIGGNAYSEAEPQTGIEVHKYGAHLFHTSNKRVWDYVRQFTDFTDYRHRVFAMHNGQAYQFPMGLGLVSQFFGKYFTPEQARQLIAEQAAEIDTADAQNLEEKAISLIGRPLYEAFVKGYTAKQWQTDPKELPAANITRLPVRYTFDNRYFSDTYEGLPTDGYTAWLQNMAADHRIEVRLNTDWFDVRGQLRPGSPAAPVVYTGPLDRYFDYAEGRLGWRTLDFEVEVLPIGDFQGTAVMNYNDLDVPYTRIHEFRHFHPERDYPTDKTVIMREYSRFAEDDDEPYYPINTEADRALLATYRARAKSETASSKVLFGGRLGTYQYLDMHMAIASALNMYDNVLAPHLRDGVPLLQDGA
Anthrax LF inh2 = Bacillus anthracis LF protease inhibitors, primary screen, biochemical, multiplex microsphere, MLPCN library; Lethal factor (Bacillus anthracis), P15917; multiplex microsphere protease cleavage assay; inhibition, % at 10 µM; actives 0.12% (n = 360,000); also: plate controls were buffer without enzyme for full effect and enzyme alone for no effect
Mtb FBA inh = Mtb FBA enzyme inhibitors, primary screen, biochemical, fluorescence, strain H37Rv | purified M. tuberculosis FBA, fluorescence read-out | actives 2.3% (n = 360,000) | inhibition, % at 1 µM | AID 588726, 2011; in the data active = inhibition above about 27%;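 also: 0% = vehicle and 100% = reference inhibitor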
Target sequence (P9WQA3 whole entry, looked up): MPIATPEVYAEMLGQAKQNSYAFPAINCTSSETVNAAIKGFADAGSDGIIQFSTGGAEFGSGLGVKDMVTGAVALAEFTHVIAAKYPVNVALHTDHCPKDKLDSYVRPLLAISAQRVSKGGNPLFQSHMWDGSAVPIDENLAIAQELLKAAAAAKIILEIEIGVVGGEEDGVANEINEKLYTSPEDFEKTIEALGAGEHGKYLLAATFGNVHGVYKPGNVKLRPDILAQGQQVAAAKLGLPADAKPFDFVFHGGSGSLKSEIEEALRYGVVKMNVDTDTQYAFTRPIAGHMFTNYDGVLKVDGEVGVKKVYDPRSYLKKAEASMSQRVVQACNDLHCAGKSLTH
BoNT F protease = BoNT/F light chain protease inhibitors, primary screen, biochemical, flow cytometry, MLPCN library; AID 588497, 2011; actives 0.22% (n = 360,000); Botulinum neurotoxin type F light chain protease (Clostridium botulinum); Multiplex microsphere protease cleavage assay; inhibition, % at 10 µM; in the data active = inhibition above about 35%, passing the limit was not always enough; inconclusive = no clear call, values can overlap the other calls; also: plate controls were buffer without enzyme for full effect and enzyme alone for no effect
Mtb BioA inh = M. tuberculosis BioA enzyme inhibitors, primary screen, biochemical, plate reader, single point, HTS; AID 602481, 2012; 7,8-diaminopelargonic acid synthase BioA (Mycobacterium tuberculosis); actives 0.096% (n = 360,000); inhibition, % at 9.99 µM; purified M. tuberculosis BioA enzyme; in the data active = inhibition above about 40%; inconclusive = no clear call, values can overlap the other calls
* marks the source's active call; other numbers are inactive results; u = inconclusive; x = no result given; + = active, no number. Rule as the data show it, unless noted: active = inhibition above about 30%; inconclusive = no clear call, values can overlap the other calls; inactive = below that.

SMILES	PfHsp40 rescue	BoNT A protease	FadD28 FP inh	GDH-TPI counter	UGM FP inh	Anthrax LF inh2	Mtb FBA inh	BoNT F protease	Mtb BioA inh
COc1ccc(S(=O)(=O)N2CCSCC2)cc1C(N)=O	-1.7	1.8	-0.1	-12	0.4	10	0	12	0.1
Cc1ccc(C(=O)NC(=S)c2c(C)cc3ccccn23)cc1	x	0.1	1.9	10	x	-2	-12	-8	0.8
O=C1COc2ccccc2N1Cc1ccc(Cl)cc1	2.7	-2.6	-4.1	-9	-0.1	-8	-8	0	6.7
O=C(NCC1COc2ccccc2O1)Nc1ccccc1F (stereo unspecified)	1.8	0.2	-2.3	-4	1.4	0	2	15	1.9
Cc1ccc2sc(NC(=O)c3ccc(N4C(=O)CCC4=O)cc3)nc2c1C	0.4	-0.5	-2.9	15	1.3	-3	-2	-9	-0.3
Cc1nnc(SCC(=O)Nc2nccs2)o1	-2.4	-5.4	-3.1	4	-1.7	0	-2	-14	-0.8
COc1ccccc1C1C2=C(CCCC2=O)N(CC(=O)O)C2=C1C(=O)CCC2	-0.9	-1.0	-1.1	5	3.7	7	40*	2	-2.2
Cc1cc(C)c(C)c(S(=O)(=O)N2CCC(C(=O)N(C)Cc3nc4ccccc4c(=O)[nH]3)CC2)c1C	0.9	-3.3	-2.8	-4	x	-1	3	-16	-0.3
CC(C)C1Nc2c(O)cc(Cl)c([N+](=O)[O-])c2C2C=CCC21 (stereo unspecified)	-0.9	-0.1	25*	5	x	1	-6	-3	4.3
CCC(=O)Nc1cccc(NC(=S)NC(=O)Cc2ccccc2)c1	0.2	-0.2	1.6	-8	-0.8	-5	6	-14	1.4
COC(=O)[C@]1(Cc2ccccc2)N[C@H](CN(C)C(=O)Nc2ccccc2)[C@@H]2C(=O)N(C)C(=O)[C@@H]21	0.1	0.0	-2.5	6	-0.9	-3	-1	-4	-1.1
Cc1cc(C)cc(C(O)c2ncc(-c3ccccc3F)[nH]2)c1 (stereo unspecified)	x	0.1	-2.7	12	x	-5	2	-2	-0.2
CS(=O)(=O)N1CCc2cc(S(=O)(=O)N3CCCCC3)ccc21	-1.0	-1.8	-1.9	1	0.5	-6	4	-12	x
CC(C)CCN1CCN(CCCn2cccn2)CC1CCO (stereo unspecified)	-0.6	0.1	0.0	9	0.6	-1	-5	4	x
Cc1cc(=O)[nH]c(CN2CCC(c3ccccc3)CC2)n1	-0.1	0.0	-0.3	-2	0.5	-7	-3	2	x
O=C(NC1CCSc2ccccc21)c1ccc(F)cc1 (stereo unspecified)	0.7	0.3	-2.2	5	-1.2	2	4	1	-5.3
CN(C)c1ccc(N/C(N)=N/c2nc(C(F)(F)F)cc(C(F)(F)F)n2)cc1	-1.4	-0.5	0.1	2	-1.5	-17	4	-29	x
COCCn1c(SCc2cccc(F)c2)nc2cc(C(=O)OC)ccc2c1=O	1.7	-3.8	-3.5	-6	2.3	-2	-3	-10	x
COc1ccc(C2=NN(C(=O)CSc3nc(=O)n4cccc(C)c4n3)C(c3ccc(C)cc3)C2)cc1 (stereo unspecified)	-1.0	0.4	-2.3	13	3.5	-1	-2	4	-1.2
Cc1ccc2nc(-c3cccc(Br)c3)cc(C(=O)NC3CC3)c2c1	-0.4	1.5	-2.1	3	-0.5	2	-3	6	4.1
O=C(COC(=O)c1cc(S(=O)(=O)N2CCCCC2)ccc1N1CCOCC1)c1ccccc1	-0.1	-0.1	-2.1	7	0.4	-4	18	1	-0.3
COC(=O)C1=C(c2ccc(S(C)(=O)=O)cc2)C[C@@H]2CC[C@H]1N2C	0.0	-0.5	-3.2	-3	-3.0	0	0	0	-3.3
CC(C)CCNC(=O)c1[nH]c(C(F)(F)F)nc1-c1ccccc1	x	0.3	-1.1	x	x	1	4	1	0.1
Fc1ccccc1NC(=S)NC1CCCC1	-0.3	0.2	-1.0	10	-0.5	4	1	4	0.2

Complete entries from above.
Results for `CS(=O)(=O)N1CCc2cc(S(=O)(=O)N3CCCCC3)ccc21` → PfHsp40 rescue: -1.0; BoNT A protease: -1.8; FadD28 FP inh: -1.9; GDH-TPI counter: 1; UGM FP inh: 0.5; Anthrax LF inh2: -6; Mtb FBA inh: 4; BoNT F protease: -12; Mtb BioA inh: x
Results for `Cc1ccc2nc(-c3cccc(Br)c3)cc(C(=O)NC3CC3)c2c1` → PfHsp40 rescue: -0.4; BoNT A protease: 1.5; FadD28 FP inh: -2.1; GDH-TPI counter: 3; UGM FP inh: -0.5; Anthrax LF inh2: 2; Mtb FBA inh: -3; BoNT F protease: 6; Mtb BioA inh: 4.1

The list continues.
SMILES	PfHsp40 rescue	BoNT A protease	FadD28 FP inh	GDH-TPI counter	UGM FP inh	Anthrax LF inh2	Mtb FBA inh	BoNT F protease	Mtb BioA inh
Cc1onc(-c2ccncc2)c1C(=O)O	-1.1	0.3	-0.4	0	-1.3	-7	3	-12	-2.8
COC(=O)c1c(C)cc(O)c(C)c1O	3.8	0.1	-3.0	-1	0.2	-3	-1	-4	-2.2
O=C(CSc1nc(=O)n(CCCN2CCOCC2)c2c1CCC2)Nc1ccc(F)cc1	-0.1	x	-3.8	0	0.5	x	-1	x	1.6
CC(=O)Nc1nc(C)c(CCCOc2ccc([N+](=O)[O-])cc2)c(=O)[nH]1	-0.3	-1.4	-1.4	5	-0.7	-2	0	u	0.3
O=C(Nc1ccccc1)N1N=C(c2cccs2)CC1c1cccs1 (stereo unspecified)	1.4	3.2	-2.4	17	-0.7	0	9	31	x
COc1ccc(S(=O)(=O)N(CCN2CCOCC2)Cc2cc(OC)ccc2OC)cc1	0.1	-0.9	-0.3	-3	-2.9	-6	2	2	-1.0
Cc1cc2ccccc2n1CCNC(=O)C1CCCC1	-0.5	163*	-0.8	12	-1.5	7	6	-99	x
COc1cc(NC(=O)/C=C/c2ccccc2)c(C(=O)O)cc1OC	-0.9	-0.1	-1.6	44*	0.2	-5	-7	-3	-0.4
CSCCC(NS(=O)(=O)c1ccc2c(c1)Cc1cc(S(=O)(=O)NC(CCSC)C(=O)O)ccc1-2)C(=O)O (stereo unspecified)	0.9	-1.7	-3.1	-2	3.3	-8	-1	-3	-0.5
CNC(C)C#Cc1ccc2c(=O)c3cc(C)c(C)cc3oc2c1 (stereo unspecified)	-1.2	9.8	-2.7	7	2.7	18	21	-1	-2.2
CCCNC(=O)C[C@H]1C[C@H]2c3cc(NC(=O)Nc4ccc(F)cc4)ccc3O[C@H]2[C@@H](CO)O1	x	-0.7	-2.0	15	x	5	1	-9	x
O=c1cc(CSc2ccc([N+](=O)[O-])cc2)nc2sccn12	-1.1	-0.2	-4.2	6	1.1	0	-2	-4	2.7
CCCNC(=O)C(CC)NS(=O)(=O)c1ccc(OC)cc1 (stereo unspecified)	-0.6	0.3	-1.6	9	-1.9	1	-1	6	-0.7
CC1CN(Cc2cc(=O)oc3cc(O)c(Cl)cc23)CC(C)O1 (stereo unspecified)	-1.0	0.8	-1.5	1	2.6	0	+	-6	-0.9
CSc1nc(N)nc2c1ncn2CC(=O)N[C@H](C)c1cccc2ccccc12	0.8	0.1	-3.2	-4	-5.5	0	3	-3	0.0
Cc1ccc(NC(=O)CCNC(=O)c2ccco2)cc1F	0.4	0.0	-1.1	-1	1.4	-2	1	-8	2.7
CCN(C[C@H]1N[C@@](Cc2ccccc2)(C(=O)OC)[C@H]2C(=O)N(Cc3ccccc3)C(=O)[C@@H]12)S(=O)(=O)c1ccc(C(C)(C)C)cc1	-0.2	0.2	-0.5	1	1.2	-1	-1	-4	-0.8
CCOc1ccccc1NC(=O)COC(=O)c1cc(C)oc1C	7.2	-0.9	-3.3	4	0.5	3	-4	4	x
CC(=O)N(C1=C(N2CCOCC2)C(=O)c2ccccc2C1=O)c1ccc(C(=O)O)cc1	-0.5	-0.2	-0.1	13	1.8	-6	-1	-10	x
Clc1ccc(CN=C2Nc3ccccc3CS2)cc1	2.5	-0.3	-7.6	-5	-0.5	-21	0	-18	x
CC(Nc1cc(N2CCNCC2)ccc1[N+](=O)[O-])c1ccccc1 (stereo unspecified)	-1.2	-0.6	-9.6	-5	-0.1	-2	-7	-13	x
CCN(Cc1ccccc1)S(=O)(=O)c1cc2c3c(c1)CCN3C(=O)CC2	-0.6	-3.2	-0.7	14	x	6	5	3	x
CCOC(=O)c1c(C)oc2c1c(C=NCCO)c(O)c1ccccc12	-1.1	0.1	7.8	10	x	-2	-4	-5	x
Nc1ccc(C(=O)N2CCN(S(=O)(=O)c3ccc4c(c3)OCCO4)CC2)cc1[N+](=O)[O-]	-0.1	-1.8	0.1	2	-0.8	3	-2	-4	2.8

Single entries from the list:
CNC(C)C#Cc1ccc2c(=O)c3cc(C)c(C)cc3oc2c1 (stereo unspecified) in Anthrax LF inh2 is entered as 18
CN(C)c1ccc(N/C(N)=N/c2nc(C(F)(F)F)cc(C(F)(F)F)n2)cc1 in FadD28 FP inh is entered as 0.1
Cc1ccc(C(=O)NC(=S)c2c(C)cc3ccccn23)cc1 in GDH-TPI counter is entered as 10
O=C(NCC1COc2ccccc2O1)Nc1ccccc1F (stereo unspecified) in FadD28 FP inh is entered as -2.3
Cc1onc(-c2ccncc2)c1C(=O)O in GDH-TPI counter is entered as 0

Next section.
SMILES	PfHsp40 rescue	BoNT A protease	FadD28 FP inh	GDH-TPI counter	UGM FP inh	Anthrax LF inh2	Mtb FBA inh	BoNT F protease	Mtb BioA inh
O=C(CC[C@H]1O[C@@H](n2cnc3c(NC(=O)c4ccccc4)ncnc32)[C@H](O)[C@@H]1O)NCc1cccc2ccccc12	x	-0.7	-0.7	x	x	2	2	-1	1.7
C=CCN(C(=O)CNC(=O)c1ccco1)C(C(=O)NC1CCCCC1)c1ccc(OC)cc1OC (stereo unspecified)	-1.3	0.9	-3.1	1	3.9	-2	-4	9	1.0
CCOc1ccc(C(=O)N/N=C/c2cc([N+](=O)[O-])cs2)cc1	1.8	-0.2	-1.9	12	2.4	-5	-2	2	x
Cc1csc(NC(=O)CCNS(=O)(=O)c2ccc3c(c2)c(=O)n(C)c(=O)n3C)n1	-1.7	0.3	-2.9	10	-2.8	2	2	4	-1.3
CCCCNC(=O)CSc1nc2ccc(Nc3nc(N4CCOCC4)nc(N4CCOCC4)n3)cc2s1	0.8	0.1	-3.9	2	-2.6	0	-1	-4	x
COc1ccc(C2CC(c3ccccc3)=NN2c2ccc(S(N)(=O)=O)cc2)cc1OC (stereo unspecified)	1.5	0.7	1.5	18	-1.5	0	+	0	x
Cc1cc(C)c2nc3sc(C(=O)N4CCOCC4)c(N)c3cc2c1	-0.8	3.4	-2.2	13	-1.3	1	7	2	3.6
CC(O)(c1ccccc1)c1nc(-c2cccc(C(=O)O)c2)cs1 (stereo unspecified)	x	-0.1	-2.9	-2	x	-3	1	4	-3.7

Compounds from the list above containing a Cl atom (four):
SMILES	PfHsp40 rescue	BoNT A protease	FadD28 FP inh	GDH-TPI counter	UGM FP inh	Anthrax LF inh2	Mtb FBA inh	BoNT F protease	Mtb BioA inh
O=C1COc2ccccc2N1Cc1ccc(Cl)cc1	2.7	-2.6	-4.1	-9	-0.1	-8	-8	0	6.7
CC(C)C1Nc2c(O)cc(Cl)c([N+](=O)[O-])c2C2C=CCC21 (stereo unspecified)	-0.9	-0.1	25*	5	x	1	-6	-3	4.3
CC1CN(Cc2cc(=O)oc3cc(O)c(Cl)cc23)CC(C)O1 (stereo unspecified)	-1.0	0.8	-1.5	1	2.6	0	+	-6	-0.9
Clc1ccc(CN=C2Nc3ccccc3CS2)cc1	2.5	-0.3	-7.6	-5	-0.5	-21	0	-18	x
